ABHD5 PLIN5 PPI – inhibitors of human ABHD5-perilipin-5 interaction | hit rate 0.78% among 360,000 | Split G. princeps luciferase complementation, luminescence, 4 h | inhibition, % at 4 µM | Q00G26+Q8WTS1;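 active = inhibition above the mean inhibition across every tested compound plus 3 SD, cut at about 22% in these data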;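 note: 0% = DMSO only wells and the 100% control is not disclosed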
MC4R antagonist – blocks human MC4R cAMP signaling | inhibition, % at 6.5 µM | AID 540295 | MC4R-expressing cells, MTII-stimulated cAMP, LANCE TR-FRET | hit rate 0.48% among 360,000;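 active = inhibition above its plate's cutoff, the mean of tested wells on that plate plus 3 SD, cut at about 29% in these data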;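 note: 0% = Melanotan II alone and 100% = Melanotan II plus saturating MCL0020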
Target sequence (P32245 whole entry, looked up): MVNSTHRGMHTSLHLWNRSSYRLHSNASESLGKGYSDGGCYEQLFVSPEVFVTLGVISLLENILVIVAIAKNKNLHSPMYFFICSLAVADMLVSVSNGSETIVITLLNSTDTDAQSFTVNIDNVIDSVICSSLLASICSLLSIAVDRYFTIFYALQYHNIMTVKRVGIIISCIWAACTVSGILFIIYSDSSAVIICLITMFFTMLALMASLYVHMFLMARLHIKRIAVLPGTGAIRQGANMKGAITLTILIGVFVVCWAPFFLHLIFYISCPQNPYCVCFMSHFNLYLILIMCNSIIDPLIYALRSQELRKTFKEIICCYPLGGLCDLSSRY
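Material: U2OS-MC4R stable cell line | Reagent: Melanotan II challenge after compound preincubation | Doses: One concentration, 6.5 µM nominal | Incubation: 30-min compound preincubation, 1-h Melanotan II challenge, 1-h detection, room temperature | Signal: TR-FRET cAMP assay | Replicates: One well per compound, no replicates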
ABCB6 inh 2 – human ABCB6 transporter inhibition; AID 602162; hit rate 0.19% among 360,000; Q9NP58; fluorescence ratio to DMSO, % at 10 µM; K562-ABCB6 porphyrin accumulation, flow cytometry, 1 h; active compounds read low;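 active = fluorescence ratio to DMSO below 75%, the collection mean minus 3 SD; inconclusive = too few cells collected in the well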;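 note: signal is porphyrin accumulated inside mitochondria; 100% equals median channel fluorescence of DMSO control wells; lower ratio means ABCB6 inhibition with less porphyrin fluorescence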
Granule exo inh – lytic granule exocytosis inhibition | TALL-104 LAMP-1 surface exposure, flow cytometry; cells stimulated with thapsigargin and PMA | inhibition, % at 10 µM | hit rate 0.66% among 360,000 | AID 651702;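 active = inhibition above about 55%, limit read from the data; inconclusive = no clear call, values can overlap the other calls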
TLR9-MyD88 block – TLR9-MyD88 interaction inhibition; Q9NR96+Q99836; CHO BLA complementation TLR9-MyD88, CCF4 FRET ratio; inhibition, % at 4.98 µM; hit rate 0.21% among 340,000;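 active = inhibition above the mean over all tested compounds plus 3 SD, cut at about 21% in these data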;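 note: 0% = DMSO only wells and 100% = clavulanate BLA inhibitor control wells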
MC4R barr agon – activates human MC4R beta-arrestin recruitment | P32245 | U2OS MC4R beta-arrestin complementation, luminescence; percent of melanotan II response, DMSO zero | activation, % at 8.9 µM | hit rate 0.98% among 360,000;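 active = activation above a per-plate cutoff, the mean activation of sample wells on that plate plus 3 SD, cut at about 8% in these data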
NOD2 RIPK2 PPI – NOD2-RIPK2 protein interaction inhibition. CHO BLA complementation NOD2-RIPK2, CCF4 ratio. inhibition, % at 4.98 µM. hit rate 0.38% among 360,000; in the data active = inhibition above about 21%;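 note: 0% = vehicle only and 100% = reference blocker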
Target sequence (O43353 whole entry, looked up): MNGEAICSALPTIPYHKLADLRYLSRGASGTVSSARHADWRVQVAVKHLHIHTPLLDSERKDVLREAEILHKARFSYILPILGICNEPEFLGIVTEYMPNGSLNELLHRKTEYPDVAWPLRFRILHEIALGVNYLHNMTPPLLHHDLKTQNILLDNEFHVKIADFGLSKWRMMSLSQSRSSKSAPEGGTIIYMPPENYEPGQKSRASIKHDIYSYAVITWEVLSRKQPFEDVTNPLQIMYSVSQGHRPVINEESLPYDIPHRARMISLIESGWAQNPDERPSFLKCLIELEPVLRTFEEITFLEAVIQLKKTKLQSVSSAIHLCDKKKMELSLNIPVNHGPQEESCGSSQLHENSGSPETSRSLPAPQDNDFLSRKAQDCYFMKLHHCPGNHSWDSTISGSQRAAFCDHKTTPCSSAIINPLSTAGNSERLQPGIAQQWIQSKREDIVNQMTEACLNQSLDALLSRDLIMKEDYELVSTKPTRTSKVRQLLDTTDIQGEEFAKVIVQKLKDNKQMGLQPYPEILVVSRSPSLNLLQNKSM
N-glyco inh – blocks N-linked glycosylation in D54 reporter cells; D54 ERlucT glycosylation luciferase reporter, 24 h; percent of 100 nM tunicamycin response; reporter increase, % at 12.5 µM; hit rate 0.23% among 360,000; AID 588692;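 active = mean luciferase reporter signal, scaled so untreated is 0 and the glycosylation-blocking control 100, at or above a set limit in every replicate; inconclusive = mean reaches the limit but not every replicate does; inactive = mean below the limit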;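 note: luciferase carries N-glycosylation sites so blocking glycosylation raises the light; 0% = median of neutral control wells and 100% = median of 100 nM tunicamycin wells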
Vif imaging – inhibitors of HIV Vif | HEK293T cells, Vif self-association by quenched fluorescence, imaging, 24 h | inhibition, % at 7.49 µM | hit rate 0.35% among 340,000 | AID 602346; in the data active = inhibition above about 50%, passing the limit was not always enough; inconclusive = no clear call, values can overlap the other calls; inactive = below about 31%; note: some results filed as inactive read as strong as hits
aDG glyco up – increases alpha dystroglycan glycosylation; activation, % at 10 µM; AID 624168; Pro5-aDG cells, alpha-DG glycosylation AlphaScreen (IIH6); 0% Pro5, 100% B10-LARGE cell signal; hit rate 0.22% among 360,000;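 active = activation of at least 8% versus controls, or a plate z-score of at least 8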;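 note: Pro5 are CHO cells carrying HIG-tagged alpha-DG that lacks glycosylation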
Starred values were filed as active, the others as inactive; ? = inconclusive; · = no result given. Some of the compounds tested, so the mix of outcomes need not match the whole.

SMILES	ABHD5 PLIN5 PPI	MC4R antagonist	ABCB6 inh 2	Granule exo inh	TLR9-MyD88 block	MC4R barr agon	NOD2 RIPK2 PPI	N-glyco inh	Vif imaging	aDG glyco up
Cc1cccc(C)c1NC(=O)C1(N2C(=O)CC2c2ccccc2)CCCCC1 (configuration not stated)	0	16	107	2	-14	-0.5	9	-3	-4	0.1
Cc1cc(=O)c(C(=O)Nc2ccc(N3CCOCC3)cc2N2CCOCC2)nn1-c1ccccc1Cl	1	5	89	51	-5	0.7	-3	-2	31	-0.1
Cc1cccc(NS(=O)(=O)c2cc(C(=O)N3CCN(C)CC3)ccc2C)c1	-1	-1	103	-2	-2	-1.9	-11	0	7	0.1
CCOC(=O)C1C(c2ccc(C)o2)NC(=O)NC1(O)C(F)(F)F (configuration not stated)	6	10	99	-2	-10	-1.6	-2	3	-5	-0.2
Cc1nc(-c2nc(C(=O)NNS(C)(=O)=O)cs2)cs1	8	9	100	-4	7	0.0	0	1	7	-0.1
Nc1nc(SCCO)[nH]c(=O)c1NC(=O)c1ccco1	1	2	100	-8	-8	-1.0	7	3	2	0.0
CC(Sc1nc(-c2ccccc2)cc(C(F)(F)F)n1)C(=O)N1CCC(C(N)=O)CC1 (configuration not stated)	9	7	98	1	-8	-0.8	1	1	8	0.2
Cc1cccc(C)c1NC(=O)C1c2ccccc2OCC(=O)N1Cc1ccco1 (configuration not stated)	-3	·	98	-4	·	·	9	·	·	-0.2
Cc1ccc(C(=O)c2c[nH]c(C(=O)NCc3cccnc3)c2)cc1	-5	1	103	-2	12	-1.7	-6	0	-2	-0.1
O=C(NCc1ccc(F)cc1)C1CC(=O)N(Cc2ccco2)C1 (configuration not stated)	0	6	94	3	-2	-3.3	4	1	2	0.0
CC(C)(C)C(=O)Nc1nnc(SCC(=O)NC2CC2)s1	5	1	101	-7	1	-2.7	-2	1	9	-0.1
Cc1nnc(SCC(=O)Nc2cccc(S(=O)(=O)N3CCCCC3)c2)s1	0	7	102	7	-6	-0.7	-11	1	-3	0.0
NC1=NC(=O)C(Cc2ccc(OC(F)(F)F)cc2)S1 (configuration not stated)	3	6	123	10	10	-0.8	-4	0	-16	0.2
COc1cccc(C(=O)O/N=C(\N)c2ccncc2)c1	-4	4	105	-1	-5	-0.4	-15	-2	·	0.1
CC(=O)Nc1ccc(S(=O)(=O)Nc2nc3cc4c(cc3nc2Cl)OCCO4)cc1	11	11	93	0	2	2.8	0	0	-1	-0.1
Nc1nnn(CC(=O)N/N=C/c2ccc(O)cc2)n1	-3	5	98	0	-8	1.4	-6	1	5	0.0
Cc1ccc(C(=O)N2N=C3c4ccccc4S(=O)(=O)N3[C@H]2N(C)C)cc1	2	14	107	5	-1	-1.6	-5	1	-5	-0.6
COC(=O)C1=C(C)C(c2cccs2)NC(=O)N1C (configuration not stated)	6	8	98	0	-7	0.2	-15	0	-3	-0.2
O=S(=O)(NCCOc1ccc(F)cc1)c1ccc2c(c1)OCCO2	-2	1	96	2	4	-2.5	10	-1	5	0.0
C[C@@H](NC(=O)C1(c2ccccc2)CCN(C(=O)OC(C)(C)C)CC1)C(=O)N[C@@H](Cc1ccccc1)C(=O)O	0	6	?	1	-2	-1.3	-3	-2	2	0.0
Cc1ccc2nc(NC(=O)c3ccc(OCC4CCCO4)cc3)sc2c1 (configuration not stated)	-2	27	98	8	2	7.1	-5	-12	-18	2.8
O=C(NNC(=O)C1CC1)c1cc(Br)c(Br)s1	1	1	98	-5	1	-1.4	4	4	-10	-0.4
COC(=O)c1ccc(Cn2nnc3c(=O)[nH]c(C4CCCN(S(=O)(=O)c5ccccc5Cl)C4)nc32)cc1 (configuration not stated)	2	-27	100	57*	7	0.8	-11	3	1	-0.2
O=S(=O)(Nc1ncccn1)c1ccc(NC(=S)N2CCN(Cc3ccc(F)cc3Cl)CC2)cc1	-3	8	93	2	-6	-0.4	4	-1	-3	-0.2
COC(=O)c1ccccc1NC(=O)c1noc2c1CCC2	4	6	101	-2	-3	-0.5	-10	0	0	0.3
CC1CCN(Cc2ccc(NC(=O)CC3Oc4ccccc4NC3=O)cc2)CC1 (configuration not stated)	1	-4	98	4	-7	0.6	5	-4	10	0.1
CCc1cc2c(SCC(=O)N(CC)c3c(N)n(Cc4ccccc4)c(=O)[nH]c3=O)ncnc2s1	3	7	96	5	1	-0.9	-1	0	1	0.1
COC(=O)c1c(N)sc2c1CCN(c1ncc(C(F)(F)F)cc1Cl)C2	-13	1	135	1	3	-0.7	1	0	-6	-0.2
CC(=O)c1ccc(NC(=S)NCCCN2CCOCC2)cc1	0	10	94	-4	-9	-0.9	-9	3	1	-0.5
CC1=NC(Nc2nc(C)c3ccccc3n2)=NC(C)(C)C1	1	9	97	3	-1	-3.4	9	-9	5	0.7
CC12CCC(=O)N1C(C(=O)NNC(=O)c1ccccc1F)CS2 (configuration not stated)	-5	10	102	-1	-10	-3.3	-4	0	1	-0.2
CSc1ccccc1NC(=S)Nc1ccccc1C(F)(F)F	-4	1	99	2	0	-1.9	-2	-2	6	0.5
N#CC1=C(N)Oc2cc(O)c(C=Nc3ccccc3)cc2C1c1ccccc1 (configuration not stated)	-4	4	109	1	4	-1.3	-5	-5	-1	0.1
COc1ccc2cc3cc(C(=O)NCC4COc5ccccc5O4)oc3nc2c1 (configuration not stated)	6	4	108	26	-5	7.6	-16	2	·	1.9
CC(C)OC(=O)CCCCCN1C(=O)CSC1=S	-4	7	86	-1	-1	-0.4	1	-2	7	0.9
O=C(NCc1cccs1)C1CCCN(S(=O)(=O)c2ccc3c(c2)OCO3)C1 (configuration not stated)	6	19	92	1	3	-2.5	2	1	10	0.2
CC(C)(C)OC(=O)N[C@@H](Cc1ccccc1)c1nnc(SCC(N)=O)o1	0	6	100	-5	-16	-1.1	-4	2	-7	0.1
CSc1cccc(NC(=O)c2cnccn2)c1	0	3	98	1	3	-0.2	-5	-1	-1	0.0
CCN1/C(=C\C=C(C(C)=O)C(C)=O)Sc2ccccc21	7	-14	106	0	8	-0.5	4	3	5	0.5
CC(C)(C)OC(=O)[C@H](Cc1ccccc1)NC(=O)c1nc[nH]c1C(=O)NC1CCNCC1	3	2	99	-2	5	-1.1	1	2	2	-0.2

Of the compounds above, 2 have an aryl methoxy group.
SMILES	ABHD5 PLIN5 PPI	MC4R antagonist	ABCB6 inh 2	Granule exo inh	TLR9-MyD88 block	MC4R barr agon	NOD2 RIPK2 PPI	N-glyco inh	Vif imaging	aDG glyco up
COc1cccc(C(=O)O/N=C(\N)c2ccncc2)c1	-4	4	105	-1	-5	-0.4	-15	-2	·	0.1
COc1ccc2cc3cc(C(=O)NCC4COc5ccccc5O4)oc3nc2c1 (configuration not stated)	6	4	108	26	-5	7.6	-16	2	·	1.9

The list goes on.
SMILES	ABHD5 PLIN5 PPI	MC4R antagonist	ABCB6 inh 2	Granule exo inh	TLR9-MyD88 block	MC4R barr agon	NOD2 RIPK2 PPI	N-glyco inh	Vif imaging	aDG glyco up
S=C(NCCCN1CCOCC1)Nc1cccc(Cl)c1	7	-4	96	2	-5	0.1	-10	-1	8	0.0
CC(=O)N1CCN(c2ccc(NC(=O)c3ccccc3)cc2)CC1	-3	-1	97	6	-2	0.0	6	3	4	0.1
COCCNC(=S)NCc1ccc2[nH]c3c(c2c1)CCCC3	3	-6	96	-1	2	-1.2	3	-8	0	-0.2
CN(CC(=O)Nc1ccc(F)c(F)c1F)c1ncnc2sccc12	1	-6	98	-1	3	-3.5	5	0	5	0.2
CCOc1ccccc1NC(=O)CCc1ccc(C)o1	0	1	98	12	1	1.4	-8	-1	4	0.1
Cc1ccc(C)c(NC(=O)CCN2CCC(C)CC2)c1	-3	0	102	-2	2	2.4	9	-1	0	-0.2
COC(=O)CSc1nc2ccc(NC(=O)CSc3nnnn3Cc3ccccc3)cc2s1	-5	-8	98	30	6	0.5	4	-1	16	-0.2
O=C(Nc1ccc(S(=O)(=O)N2CCOCC2)cc1)C1CCN(S(=O)(=O)c2ccc(Cl)cc2)CC1	0	14	104	-2	7	0.2	-9	-1	32	0.3
COc1ccc(CSc2ccc(S(=O)(=O)N3CCCCC3)cn2)cc1F	-2	0	95	9	-6	1.0	-4	-1	-7	0.1
NC(=O)c1ccsc1NC(=O)COC(=O)CNC(=O)c1ccc(Cl)cc1	5	15	105	-1	-7	0.4	-1	2	4	0.0
CCOC(=O)C(Cc1cc(C(C)=O)ccc1OCC)C(=O)OCC	0	4	92	-1	4	-2.1	1	2	-6	0.2
COc1ccc(-c2cc(C(=O)N3CCN(Cc4ccc5c(c4)OCO5)CC3)on2)cc1OC	-1	2	99	-2	5	-2.3	-1	2	9	0.0
Cc1nc2ccc(C(=O)NCCCn3ccnc3)cn2c1N(C)C(=O)CCc1ccccc1	-2	5	95	-14	·	-1.0	-12	4	-1	-0.4
Cc1ccc(CSc2ccc(-c3ccc4c(c3)OCO4)nn2)cc1	4	6	95	-2	1	3.6	1	1	-1	-0.1
CC1C(=O)N(c2ccc(S(=O)(=O)N(C)C)cc2)C1(/C=C/c1ccccc1)C(=O)NC1CCCC1 (configuration not stated)	-5	5	102	-1	-5	-1.4	-15	-6	-8	-0.4
Cn1c(C(=O)NC2CCCCCC2)cc2c(=O)n(C)c3ccccc3c21	4	2	104	1	-1	0.5	3	17	-4	-0.2
CN(C(=O)CSc1ncnc2sc(-c3ccccc3)cc12)C1CCS(=O)(=O)C1 (configuration not stated)	3	4	98	-7	3	0.1	-11	-3	4	-0.2
CN(C)c1nc(NCc2ccccc2)nc(N/N=C/c2ccc3c(c2)OCO3)n1	-7	0	99	4	-3	-2.0	-13	1	1	0.2
COc1ccc2c(c1)[C@H]1[C@H](CO2)[C@H](c2ccccc2)[C@]2(C)C(=O)Nc3ccccc3C(=O)N12	-5	7	99	-18	9	-2.2	0	67*	-3	0.2
COC(=O)C1CCCCN1C(=O)CCc1nnc(CCc2c[nH]c3ccccc23)o1 (configuration not stated)	8	2	97	-1	-6	-1.1	-9	0	-3	0.1
Cn1cccc1C(=S)N=P(C1CCCCC1)(N1CCOCC1)N1CCOCC1	-15	-3	88	2	0	-0.5	-9	1	14	-0.1
CCOc1cccc(C(=O)N/N=C/c2ccoc2)c1	-5	3	96	2	10	-2.8	3	2	-6	-0.1
CC(=O)NCCOc1nc(N(C)C)nc(N2CCOCC2)n1	-4	1	90	-2	13	-1.1	-6	2	9	0.0
O=C(C(c1ccccc1)c1ccccc1)N1CC[C@@]2(O)CCCC[C@H]2C1	-3	13	95	-16	-3	-0.1	4	0	-2	0.0
CN(C)Cc1ccccc1CNC(=O)c1ccc(Cl)c(S(=O)(=O)NC2CC2)c1	-4	4	97	4	2	-2.1	-4	2	4	0.1
CCOC(=O)CCc1nc2ccccc2[nH]c1=O	4	9	98	-2	3	-0.9	-11	0	6	-0.2
COc1ccc(-c2cc(=O)oc3cc(OCC(=O)NCC(O)c4ccccc4)ccc23)cc1 (configuration not stated)	-15	17	98	-6	-13	0.5	-3	-2	5	-0.2

Assay outcomes deposited in PubChem BioAssay by several laboratories.
